TLR9-MyD88 block: inhibitors of human TLR9-MyD88 binding; Q9NR96+Q99836; CHO BLA complementation TLR9-MyD88, CCF4 FRET ratio; inhibition, % at 4.98 µM; 340,000 tested, 0.21% active; AID 504734;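 active = inhibition above the mean over all tested compounds plus 3 SD, cut at about 21% in these data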;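 note: 0% = DMSO only wells and 100% = clavulanate BLA inhibitor control wells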
NOD2 RIPK2 PPI: NOD2-RIPK2 protein interaction inhibition; O43353; CHO BLA complementation NOD2-RIPK2, CCF4 ratio; inhibition, % at 4.98 µM; 360,000 tested, 0.38% active; in the data active = inhibition above about 21%;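 note: 0% = vehicle only and 100% = reference blocker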
Granule exo inh: lytic granule exocytosis inhibition | TALL-104 LAMP-1 surface exposure, flow cytometry; cells stimulated with thapsigargin and PMA | inhibition, % at 10 µM | 360,000 tested, 0.66% active | AID 651702;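 active = inhibition above about 55%, limit read from the data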
Vif imaging: inhibitors of HIV Vif. AID 602346. HEK293T cells, Vif self-association by quenched fluorescence, imaging, 24 h. inhibition, % at 7.49 µM. 340,000 tested, 0.35% active; in the data active = inhibition above about 50%, passing the limit was not always enough; note: some results filed as inactive read as strong as hits
aDG glyco act: alpha-DG glycosylation activation | Pro5-aDG cells, alpha-DG glycosylation AlphaScreen (IIH6); 0% Pro5, 100% B10-LARGE cell signal | activation, % at 10 µM | 360,000 tested, 0.22% active | AID 624168;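 active = activation of at least 8% versus controls, or a plate z-score of at least 8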;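 note: Pro5 are CHO cells carrying HIG-tagged alpha-DG that lacks glycosylation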
MC4R ag barr: human MC4R agonism via beta-arrestin; P32245; activation, % at 8.9 µM; 360,000 tested, 0.98% active; U2OS MC4R beta-arrestin complementation, luminescence; percent of melanotan II response, DMSO zero;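 active = activation above a per-plate cutoff, the mean activation of sample wells on that plate plus 3 SD, cut at about 8% in these data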
ABHD5 PLIN5 PPI: blocks binding of human ABHD5 to perilipin-5; Q00G26+Q8WTS1; 360,000 tested, 0.78% active; Split G. princeps luciferase complementation, luminescence, 4 h; inhibition, % at 4 µM; AID 602281;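 active = inhibition above the mean inhibition across every tested compound plus 3 SD, cut at about 22% in these data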;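 note: 0% = DMSO only wells and the 100% control is not disclosed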
ABCB6 inh MLPCN: blocks the human ABCB6 transporter. Q9NP58. K562-ABCB6 porphyrin accumulation, flow cytometry, 1 h; stronger effect = lower value. fluorescence ratio to DMSO, % at 10 µM. 360,000 tested, 0.19% active. AID 602162;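 active = fluorescence ratio to DMSO below 75%, the collection mean minus 3 SD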;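 note: signal is porphyrin accumulated inside mitochondria; 100% equals median channel fluorescence of DMSO control wells; lower ratio means ABCB6 inhibition with less porphyrin fluorescence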
Target sequence (Q9NP58 whole entry, looked up): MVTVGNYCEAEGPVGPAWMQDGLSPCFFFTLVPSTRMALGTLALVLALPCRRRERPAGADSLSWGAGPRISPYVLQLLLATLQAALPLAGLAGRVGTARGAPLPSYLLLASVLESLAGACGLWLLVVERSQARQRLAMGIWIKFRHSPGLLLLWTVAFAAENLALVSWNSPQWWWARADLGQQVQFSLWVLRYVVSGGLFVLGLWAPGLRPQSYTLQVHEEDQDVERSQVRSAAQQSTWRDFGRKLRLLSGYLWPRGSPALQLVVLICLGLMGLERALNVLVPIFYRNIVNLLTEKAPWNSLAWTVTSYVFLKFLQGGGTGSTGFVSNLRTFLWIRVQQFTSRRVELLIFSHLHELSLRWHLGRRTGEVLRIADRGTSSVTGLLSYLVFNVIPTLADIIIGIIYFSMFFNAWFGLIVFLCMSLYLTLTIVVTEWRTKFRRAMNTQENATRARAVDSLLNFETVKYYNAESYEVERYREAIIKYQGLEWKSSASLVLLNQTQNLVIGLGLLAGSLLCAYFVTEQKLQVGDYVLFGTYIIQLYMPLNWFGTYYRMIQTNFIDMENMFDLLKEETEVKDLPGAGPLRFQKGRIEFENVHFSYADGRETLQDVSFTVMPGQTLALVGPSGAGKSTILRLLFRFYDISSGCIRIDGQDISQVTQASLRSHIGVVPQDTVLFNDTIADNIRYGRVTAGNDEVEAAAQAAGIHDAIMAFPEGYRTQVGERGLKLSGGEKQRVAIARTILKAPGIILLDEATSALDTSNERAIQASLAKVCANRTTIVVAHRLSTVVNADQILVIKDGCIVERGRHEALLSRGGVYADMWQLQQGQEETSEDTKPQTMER
MC4R antag cAMP: antagonists of human melanocortin 4 receptor (MC4R); P32245; MC4R-expressing cells, MTII-stimulated cAMP, LANCE TR-FRET; inhibition, % at 6.5 µM; 360,000 tested, 0.48% active; AID 540295;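 active = inhibition above its plate's cutoff, the mean of tested wells on that plate plus 3 SD, cut at about 29% in these data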;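 note: 0% = Melanotan II alone and 100% = Melanotan II plus saturating MCL0020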
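Test system: U2OS cells stably expressing human melanocortin 4 receptor (MC4R); also added: Melanotan II challenge; compound: 6.5 µM single dose; timing: 30-min compound preincubation, 1-h Melanotan II challenge, 1-h detection, room temperature; signal: Eu-cAMP/anti-cAMP TR-FRET, emission 671 nm; repeats: one well per compound, no replicates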
N-glyco inh: N-linked glycosylation inhibition; D54 ERlucT glycosylation luciferase reporter, 24 h; percent of 100 nM tunicamycin response; reporter increase, % at 12.5 µM; 360,000 tested, 0.23% active; AID 588692;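 active = mean luciferase reporter signal, scaled so untreated is 0 and the glycosylation-blocking control 100, at or above a set limit in every replicate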;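 note: luciferase carries N-glycosylation sites so blocking glycosylation raises the light; 0% = median of neutral control wells and 100% = median of 100 nM tunicamycin wells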
* marks the source's active call; other numbers are inactive results; x = no result given. Not all compounds are listed; rates above refer to the full screens.

SMILES | TLR9-MyD88 block | NOD2 RIPK2 PPI | Granule exo inh | Vif imaging | aDG glyco act | MC4R ag barr | ABHD5 PLIN5 PPI | ABCB6 inh MLPCN | MC4R antag cAMP | N-glyco inh
O=c1[nH]c2ccc(NC(=S)NCCc3ccccc3)cc2[nH]1 | -1 | 1 | -4 | -4 | -0.1 | -2.3 | 6 | 92 | -1 | 2
CCOc1ccc(NC(=O)c2ccc3[nH]c(=O)c(=O)[nH]c3c2)cc1 | -10 | -6 | 1 | 3 | 0.1 | -1.9 | -2 | 101 | -1 | 1
O=C(O)CN1C(=O)/C(=C/c2ccsc2)SC1=S | x | -3 | 7 | -3 | 0.0 | -0.7 | -13 | 99 | -5 | 3
CC(C)Cn1c(N)c(C(=O)CSc2nnc(-c3ccco3)n2C)c(=O)n(C)c1=O | 2 | -5 | -2 | 27 | -0.3 | 0.9 | -4 | 98 | 8 | 2
CC1=C(C(=O)OC2CCCC2)C(c2coc3ccccc3c2=O)C2=C(CC(C)(C)CC2=O)N1 (configuration not stated) | -5 | -4 | -5 | -4 | -0.1 | 0.7 | -1 | 99 | 24 | -2
O=C(CN1C(=O)/C(=C\c2cccs2)SC1=S)Nc1cccc(C(=O)O)c1 | -9 | -23 | -2 | 0 | -0.2 | -0.5 | 3 | 102 | 3 | 0
CC(C)C[C@@H](CN1CCCC1CN1C(=S)NC[C@@H]1Cc1ccc(O)cc1)N1C[C@H](Cc2ccccc2)N(CC2CCCCCC2)C1=S (some centres not stated) | -2 | -1 | 14 | x | 0.2 | -0.1 | -7 | 97 | 12 | -9
O=C(CN1CCCCC1)Nc1ccc(NC(=O)c2ccccc2Cl)cc1Cl | -10 | -3 | 0 | 0 | 0.9 | 0.2 | 9 | 99 | 6 | -5
Cc1cc(C)c(C)c(OCCN2CC(C)OC(C)C2)c1 (configuration not stated) | -3 | -4 | -5 | -15 | 0.1 | -0.1 | 0 | 102 | 13 | 1
O=C(CSc1nc(-c2ccccc2)cc(=O)[nH]1)Nc1ccccc1 | 6 | -7 | 1 | -4 | -0.1 | -1.4 | 4 | 96 | 15 | -1
C/C(CC(=O)Nc1ccccc1-c1ccccc1)=N\NC(=O)COc1ccc(C)cc1Br | -4 | 2 | 7 | -2 | 0.9 | 1.7 | 6 | 89 | -2 | -2
C/C(=N\NC(=O)c1ccc(C)cc1C)c1ccc(-n2ccnc2)cc1 | 15 | 0 | -6 | x | 0.1 | -1.4 | -1 | 97 | 7 | 3
Nc1ncnc2c1ncn2[C@@H]1O[C@H](CNCc2ccc(-n3cccn3)cc2)[C@@H](O)[C@H]1O | 8 | 3 | -2 | 0 | -0.1 | -3.2 | -8 | 99 | 1 | 0
CC(=O)Nc1ccc(S(=O)(=O)NCC(=O)OCC(=O)N2CCCc3ccccc32)cc1 | -1 | 1 | -2 | 4 | -0.1 | -0.2 | -5 | 96 | 8 | 2
CCOC(=O)Cn1c(S(=O)(=O)Cc2ccc(Cl)cc2)nc(-c2ccccc2)c1-c1ccccc1 | 2 | -5 | 0 | -19 | 0.2 | 0.3 | 0 | 98 | 9 | -13
Cc1cc(C)c(S(=O)(=O)N2CCOCC2)cc1NS(=O)(=O)c1cc(OCC(N)=O)c(C)cc1Cl | -3 | 3 | 0 | 14 | 0.0 | -2.2 | -4 | 99 | 17 | 2
O=C(COc1ccccc1Br)c1ccc2c(c1)OCO2 | 4 | 7 | -5 | 4 | 0.4 | -1.4 | -3 | 103 | -3 | -1
O=C(COc1ccc2ccccc2c1Br)NNC(=O)Nc1ccccc1 | 7 | 7 | -2 | 7 | 0.5 | 0.0 | -3 | 102 | -4 | -1
CSCCC(=O)N1C(C)CCCC1C(=O)O (configuration not stated) | 8 | -8 | -2 | 5 | 0.1 | 0.0 | -2 | 109 | -1 | -2
CNC(=O)[C@@H]1CCC(=O)N1 | -8 | 8 | -2 | -3 | -0.1 | 1.2 | -3 | 98 | 13 | 4
Cc1ccc(-n2nc(CN3CCOCC3)c(-c3ccccc3)c2N)cc1Cl | -5 | -5 | -1 | 13 | 0.0 | -0.1 | -6 | 112 | 14 | 0
O=C(Nc1cccc(F)c1)/C(=C\c1cccnc1)NC(=O)c1cccs1 | -15 | -2 | 4 | -10 | 0.1 | 3.6 | 5 | 100 | 3 | 2
CC(C)(C=O)C1=CC(=O)c2ccccc2C1=O | 14 | 23* | 91* | 14 | -0.5 | -5.0 | 34* | 100 | 10 | 7
Cc1occc1C(=O)Nc1nnc(C(F)(F)F)s1 | 2 | -9 | 9 | -8 | -0.1 | 2.2 | 4 | 82 | 4 | 0
CC(NS(=O)(=O)c1ccc2c(c1)oc(=O)n2C)c1ccccc1 (configuration not stated) | 1 | -8 | 0 | x | 0.1 | -2.7 | -2 | 110 | 7 | 2
COc1ccc(NC(=O)CSc2nc(NS(=O)(=O)c3ccccc3)cc(=O)[nH]2)cc1 | 6 | -10 | -2 | -2 | -0.1 | 0.8 | -6 | 89 | -3 | 2
Cn1c(=O)c2cc(S(=O)(=O)NCCC(=O)Nc3ccccc3F)ccc2n(C)c1=O | -12 | -6 | 16 | 7 | -0.1 | -0.3 | 2 | 104 | 10 | -1
Cc1ccc(CNC(=O)CC2Sc3ccccc3NC2=O)cc1 (configuration not stated) | 3 | 4 | -2 | 4 | -0.1 | 0.0 | 2 | 103 | 7 | 2
COc1ccccc1/C=N/n1c(N)c(S(=O)(=O)c2cccs2)c2nc3ccccc3nc21 | 6 | 2 | 1 | -21 | -0.5 | 1.6 | 4 | 89 | 15 | -1
O=C(Nc1ccccc1)N(C1=NCCCCS1)c1ccccc1 | -3 | 2 | -2 | -2 | -0.3 | -1.1 | -3 | 107 | 1 | 2
O=C(Nc1ccc(Cl)cc1)c1ccsn1 | 1 | -8 | -1 | 11 | -0.1 | -1.8 | -2 | 102 | 2 | 2
COc1cccc(C(NC(C)=O)c2ccc3cccnc3c2O)c1 (configuration not stated) | -1 | 9 | 6 | 9 | -0.4 | -1.7 | 1 | 100 | 12 | -7
CCn1c(N)c(C(=O)NCC2CCCO2)sc1=S (configuration not stated) | -9 | -1 | -1 | 3 | -0.1 | -1.5 | 0 | 100 | 7 | 2
CC(=O)N1c2ccccc2C(C)(c2ccccc2)CC1(C)C (configuration not stated) | 5 | 0 | -2 | -4 | 0.0 | -0.8 | 1 | 90 | 3 | -5
CCCn1c(NC(=O)C23CC4CC(CC(O)(C4)C2)C3)nc2ccccc21 | -11 | 2 | 2 | 25 | -0.1 | -0.5 | -4 | 98 | 13 | 3
COc1ccc(CNc2ccc(S(N)(=O)=O)cc2)c(OC)c1OC | -5 | -8 | -1 | 9 | 0.0 | 1.6 | 6 | 94 | -3 | -1
O=C(NCc1ccco1)C1CC(c2ccccc2C(F)(F)F)=NO1 (configuration not stated) | -1 | 4 | -2 | -4 | 0.1 | -2.3 | 2 | 99 | -1 | 0
S=c1[nH]c2ccc(Cc3ccc4[nH]c(=S)[nH]c4c3)cc2[nH]1 | 3 | 4 | 0 | 1 | -0.1 | -3.0 | -18 | 106 | 11 | 2
Cc1ccc(OCC(=O)N(C)C2CCCCC2)c([N+](=O)[O-])n1 | -1 | 2 | 2 | 25 | -0.2 | -2.6 | 0 | 98 | -2 | 3
O=C(CSc1ccc(-c2cccnc2)nn1)Nc1ccc(Br)cc1 | 0 | 6 | -1 | -2 | 0.0 | -1.0 | 4 | 99 | 2 | -1
CS(=O)(=O)N1CCCC(C(=O)NCc2ccccn2)C1 (configuration not stated) | -3 | -12 | 10 | -1 | 0.1 | -1.2 | -1 | 104 | 1 | -2
COc1cc(-c2noc(C)c2/C=C/c2ccc(OC(C)=O)cc2)cc(OC)c1OC | 1 | 0 | 5 | 1 | -0.3 | -1.3 | -3 | 84 | -25 | 27*
COC(=O)CCc1nc2cc(Cl)ccc2n(Cc2ccccc2)c1=O | -10 | 3 | 1 | -2 | 0.3 | -2.0 | 1 | 99 | 9 | 1
CCCC(=O)Nc1ccc(C(=O)NNC(=S)NC(=O)c2ccc(Br)o2)cc1 | -5 | 1 | -5 | -12 | 0.2 | -2.5 | 3 | 100 | -1 | 0
O=C(Cc1ccsc1)N1CCc2c([nH]c3ccccc23)C1c1ccccn1 (configuration not stated) | 10 | -5 | 0 | -8 | -0.1 | -1.4 | -2 | 98 | 1 | 0

Rewritten with values under each structure: entries from further up.
Below each compound: TLR9-MyD88 block	NOD2 RIPK2 PPI	Granule exo inh	Vif imaging	aDG glyco act	MC4R ag barr	ABHD5 PLIN5 PPI	ABCB6 inh MLPCN	MC4R antag cAMP	N-glyco inh
O=C(NCc1ccco1)C1CC(c2ccccc2C(F)(F)F)=NO1 (configuration not stated)
  -1	4	-2	-4	0.1	-2.3	2	99	-1	0
S=c1[nH]c2ccc(Cc3ccc4[nH]c(=S)[nH]c4c3)cc2[nH]1
  3	4	0	1	-0.1	-3.0	-18	106	11	2
Cc1ccc(OCC(=O)N(C)C2CCCCC2)c([N+](=O)[O-])n1
  -1	2	2	25	-0.2	-2.6	0	98	-2	3
O=C(CSc1ccc(-c2cccnc2)nn1)Nc1ccc(Br)cc1
  0	6	-1	-2	0.0	-1.0	4	99	2	-1
CS(=O)(=O)N1CCCC(C(=O)NCc2ccccn2)C1 (configuration not stated)
  -3	-12	10	-1	0.1	-1.2	-1	104	1	-2
COc1cc(-c2noc(C)c2/C=C/c2ccc(OC(C)=O)cc2)cc(OC)c1OC
  1	0	5	1	-0.3	-1.3	-3	84	-25	27*
COC(=O)CCc1nc2cc(Cl)ccc2n(Cc2ccccc2)c1=O
  -10	3	1	-2	0.3	-2.0	1	99	9	1
CCCC(=O)Nc1ccc(C(=O)NNC(=S)NC(=O)c2ccc(Br)o2)cc1
  -5	1	-5	-12	0.2	-2.5	3	100	-1	0
O=C(Cc1ccsc1)N1CCc2c([nH]c3ccccc23)C1c1ccccn1 (configuration not stated)
  10	-5	0	-8	-0.1	-1.4	-2	98	1	0

Additional records
SMILES | TLR9-MyD88 block | NOD2 RIPK2 PPI | Granule exo inh | Vif imaging | aDG glyco act | MC4R ag barr | ABHD5 PLIN5 PPI | ABCB6 inh MLPCN | MC4R antag cAMP | N-glyco inh
COc1ccc(N2CCN(C(=O)c3ccccc3NC(=O)C3=C(C)OCCS3)CC2)cc1 | -1 | 8 | -7 | -6 | 0.1 | -3.0 | 2 | 95 | 10 | 1
C[C@H](NC(=O)c1ccccc1Cl)C(=O)OCc1cn2cc(Cl)ccc2n1 | -1 | -7 | -9 | 4 | -0.2 | -0.7 | -4 | 96 | 12 | 0
COc1ccc(S(=O)(=O)N(C)CC(=O)NCC2CCCO2)cc1OC (configuration not stated) | -7 | -4 | -1 | 10 | -0.2 | -1.5 | -2 | 95 | 3 | 0
S=C(Nc1cccc2ccccc12)NN1CCCCCC1 | -4 | -14 | -20 | 11 | 0.2 | -0.4 | -15 | 95 | -1 | -6
